Assay outcomes deposited in PubChem by several laboratories.
HSF-1 act: increases HSF-1 driven luciferase reporter signal; NIH3T3-HGL HSF-1 luciferase reporter, MG132, 8 h; 100% = twice DMSO control signal; activation, % at 9 µM; 300,000 tested, 1.7% active; AID 504408;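 active = mean replicate activation of at least 50% with a set share of replicates each reaching 50%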;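 note: 0% = median of the neutral control wells and 100% = twice that signal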
aSyn 5UTR inh: MLPCN primary screen, SNCA 5' untranslated region. alpha-synuclein 5'UTR reporter, inhibitor activity. 300,000 tested, 0.82% active. inhibition, % (tested at 7.5 µM); in the data active = inhibition above about 60%;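 note: H4 neuroglioblastoma cells stably carrying SNCA 5'UTR luciferase fusion; 0% = DMSO wells and 100% = positive control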
HSF1 inh: HSF1 inhibition; NIH3T3-HGL HSE-luciferase, MG132-induced, luminescence 8 h; hits give low values; activity change, negative = inhibition, % at 7.5 µM (by protocol); 300,000 tested, 0.77% active;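 active = more than half of replicate wells show activity change below -50%, luminescence cut by over half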;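 note: luciferase reports HSF-1 transcriptional activity via heat shock element; 0% = median of DMSO wells and -100% = zero luminescence signal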
HIF act: HIF pathway transcriptional activation; AID 1910; 300,000 tested, 0.32% active; U2OS HRE-luciferase reporter, luminescence; normalized: DMSO 0%, desferrioxamine 100%; activation, % at 7.5 µM (by protocol);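 active = mean activation of at least 10% of the iron chelator positive control signal, with at least half of replicates also reaching 10%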
KLF5 inh: kruppel-like factor 5 inhibition | DLD-1 KLF5 promoter-luciferase reporter, luminescence | inhibition, % at 5 µM | 290,000 tested, 0.23% active | AID 1700;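 active = inhibition above a per-plate limit of that plate's mean compound inhibition plus 3 SD, cut at about 60% in these data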;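 note: 0% = DMSO wells and 100% = LY294002 at 200 µM; higher means less KLF5 promoter-driven luciferase light; inactives centre near -14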
AI-2 QS mod: modulates the Vibrio harveyi AI-2 quorum sensing system; Vibrio harveyi JMH597 AI-2 luminescence/OD600 ratio, 9 h; hits give low values; strain lacks LuxN and CqsS sensors; 0 = neutral-control median; 300,000 tested, 0.4% active; activity change, % at 7.5 µM; in the data active = activity change below about -75%, passing the limit was not always enough;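 note: luminescence divided by OD600 gain over 9 h not by final OD600 alone; inactives centre near 13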
IEC-6 cytotox: kills IEC-6 intestinal cells in KLF5 counter-screen | IEC-6 cytotoxicity, luminescence viability | inhibition, % at 5 µM | 290,000 tested, 0.78% active | AID 1825; in the data active = inhibition above about 22%;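 note: 0% = plate median of test compound wells and 100% = cytotoxic reference compound wells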
Platelet DG rel: modulates dense granule release in human platelets. human platelet-rich plasma, SFLLRN dense granule ATP release, luminescence. inhibition, %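 (compounds screened at 7.5 µM in platelet-rich plasma)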. 300,000 tested, 0.22% active;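 active = mean replicate score, as percent of positive control, at or above 50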
HDAC3 inhib: blocks human histone deacetylase 3. O15379. recombinant HDAC3, fluorogenic peptide/trypsin coupled, fluorescence. inhibition, % at 8.3 µM. 320,000 tested, 0.15% active. AID 2718; in the data active = inhibition above about 26%, passing the limit was not always enough
Target sequence (O15379 whole entry, looked up): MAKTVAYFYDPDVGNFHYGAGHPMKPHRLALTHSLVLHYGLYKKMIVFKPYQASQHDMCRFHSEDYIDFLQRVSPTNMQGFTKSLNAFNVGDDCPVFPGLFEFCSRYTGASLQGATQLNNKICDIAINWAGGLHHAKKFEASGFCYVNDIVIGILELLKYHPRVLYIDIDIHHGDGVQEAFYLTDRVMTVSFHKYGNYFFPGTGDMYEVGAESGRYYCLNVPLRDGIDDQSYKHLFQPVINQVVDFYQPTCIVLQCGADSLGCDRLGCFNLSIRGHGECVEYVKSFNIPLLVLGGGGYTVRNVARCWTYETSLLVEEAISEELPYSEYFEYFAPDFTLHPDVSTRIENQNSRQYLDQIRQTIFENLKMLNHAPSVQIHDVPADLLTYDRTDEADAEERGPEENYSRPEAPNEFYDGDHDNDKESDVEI
HSP90 refold inh: HSP90 refolding inhibition in rabbit reticulocyte lysate; luciferase refolding luminescence, 3 h; AID 1789; 290,000 tested, 0.91% active; inhibition, % at 5.6 µM;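 active = inhibition above the screen-wide mean plus 3 SD, computed separately per campaign, cut at about 16% in these data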;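 note: 0% = DMSO wells and 100% = 60 µM geldanamycin wells; inhibitors lower the luminescence because luciferase stays unfolded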
* hit, by the source's call; x = no result given.

SMILES	HSF-1 act	aSyn 5UTR inh	HSF1 inh	HIF act	KLF5 inh	AI-2 QS mod	IEC-6 cytotox	Platelet DG rel	HDAC3 inhib	HSP90 refold inh
Cn1c(SCc2ccccn2)nnc1-c1ccncc1	17.9	-9.1	4.6	-0.3	-0.8	24.5	1.4	0.0	2.5	0.4
CS(=O)(=O)CCC(C(=O)OCc1ccc(Cl)cc1)N1C(=O)c2ccccc2C1=O (stereo not drawn)	-8.7	-34.7	-5.2	-0.1	-5.8	-8.9	-2.9	-3.9	2.7	-0.1
C=CCNC(=O)c1ccc(OC2CCN(S(=O)(=O)N(C)C)CC2)cc1	28.0	-161.6	16.6	3.7	-39.1	45.2	-3.0	4.2	-3.0	1.0
CCC1Oc2ccc(C)cc2N(CC(=O)NC2CCCCC2)C1=O (stereo not drawn)	12.3	19.5	6.0	-0.5	-44.1	5.7	-3.1	0.9	8.4	-6.9
Cn1cccc1C(=O)OCc1ccc(C(C)(C)C)cc1	28.4	-140.9	17.5	6.4	-98.7	46.3	-1.2	6.1	2.3	-4.0
O=C(CCCC1=NS(=O)(=O)c2ccccc2N1)N1CCN(c2ccc(Cl)cc2)CC1	12.2	1.4	1.6	-0.2	1.2	10.0	-4.1	-24.4	-0.6	1.8
COc1ccccc1-c1nc(C#N)c(NCc2ccc(F)cc2)o1	22.1	21.3	39.0	0.1	1.0	9.6	6.3	0.0	-27.5	3.3
NC/C(=N\O)c1ccc(Cl)cc1Cl	10.4	-16.1	-1.2	0.2	-17.0	29.6	-2.2	1.1	-7.9	-0.2
CCOc1ccc(NC(=O)CN2C(=O)C(C)SC(C)C2=O)cc1 (stereo not drawn)	11.3	-18.9	1.9	-0.2	-1.4	-62.8	4.8	-3.1	-3.4	0.1
COC(=O)[C@@]12CCCCN1[C@H](c1ccc(-c3ccccc3)cc1)[C@H]1C(=O)N(C)C(=O)[C@H]12	-15.7	1.8	-3.1	0.7	x	25.4	x	-2.6	-1.5	x
N#Cc1c(N)nc2c(c1N)CC(=O)N2c1ccc(Cl)cc1	5.7	-132.2	-11.8	0.6	0.2	10.4	6.0	-4.9	-3.9	4.7
Cc1c(Cc2ccccc2)sc(NC(=O)Cc2ccccc2)c1C(N)=O	-5.0	20.9	-0.4	-2.0	-12.4	9.3	1.9	6.0	3.9	2.6
CC1C(=O)Nc2ccccc2N1C(=O)c1ccc(Cl)c(Cl)c1 (stereo not drawn)	35.3	12.2	17.5	-0.9	0.0	-5.8	-0.8	18.8	-4.3	2.7
CN(CC(=O)Nc1ccc(Cl)cc1)CC(=O)Nc1cc(Cl)ccc1C#N	6.0	-8.0	2.0	0.3	-26.1	-2.1	1.7	12.6	3.4	3.7
O=C(Cc1cccs1)Nc1ccc(N2CCOCC2)cc1	-10.2	-96.7	0.2	1.9	-81.4	27.1	4.1	16.5	4.2	3.9
CC(C)(C)C(=O)c1sc2nc(-c3cccs3)cc(C(F)(F)F)c2c1N	-30.9	2.5	-21.5	-0.2	-15.2	21.6	7.6	3.6	1.3	-2.8
CC(OC(=O)CCN=C1NS(=O)(=O)c2ccccc21)C(=O)NC1CCCCC1C (stereo not drawn)	-2.3	1.4	-4.0	-0.5	x	3.9	x	-4.6	-3.8	x
COC(=O)CN1C(=S)N(c2ccc(OC)cc2)C(=O)/C1=C/c1ccc(OC)cc1	2.0	-2.9	-0.2	-0.3	-11.9	14.9	0.8	-0.3	-2.6	0.6
COC(=O)c1ccccc1NC(=O)C1CCCC1	7.3	-0.4	-0.5	-0.6	-4.1	15.4	6.3	-5.1	0.0	-2.5
Cc1ccc(/C=N/n2cnc3sc(C)c(C)c3c2=O)o1	15.2	-43.4	5.0	-0.1	-0.7	-21.5	-6.6	-2.1	6.8	-0.9
COC(=O)CNC(=O)CSc1nnc(C)c(=O)[nH]1	-7.3	-3.5	-3.9	0.0	16.7	19.9	0.4	-0.1	2.2	-3.2
COc1ccc(NC(=O)C2CC(=O)OC23CCCCC3)cc1 (stereo not drawn)	-3.7	8.8	3.5	-0.8	-1.6	21.9	5.3	3.3	-0.1	2.4
CC(=O)NS(=O)(=O)c1cccnc1Nc1cccc(Cl)c1	-9.0	17.0	-7.5	-0.3	9.7	-5.1	-1.5	2.6	0.8	-2.8
Cc1cc(Oc2ccccc2)nc(SCC(N)=O)n1	-35.2	-2.9	-27.7	-50.1	-13.3	16.0	-2.7	-8.4	2.6	0.8
COc1cccc(Nc2nc(-c3ccc(O)cc3)cs2)c1	38.5	-191.1	2.0	2.2	-75.9	18.4	0.0	11.1	10.6	0.4

(list continues)
SMILES	HSF-1 act	aSyn 5UTR inh	HSF1 inh	HIF act	KLF5 inh	AI-2 QS mod	IEC-6 cytotox	Platelet DG rel	HDAC3 inhib	HSP90 refold inh
COC(=O)c1ccc(CN(Cc2ccc(C(=O)OC)o2)C(C)(C)C)o1	3.4	1.9	0.7	-1.0	6.7	33.1	-3.7	2.5	-4.1	-1.1
Cc1ccccc1S(=O)(=O)Cc1ccc(C(=O)NCCc2ccccc2)o1	-3.0	-21.0	12.2	1.5	-50.6	15.3	-8.5	-0.8	-2.4	-2.3
CC1Cc2ccccc2N1C(=O)CSc1nnnn1C1CCCC1 (stereo not drawn)	14.3	-4.6	0.7	-0.2	-23.9	2.9	0.6	-2.0	-2.4	-3.5
CCCOP(=O)(c1ccc(N(C)C)cc1)C(O)c1c(Cl)cccc1Cl (stereo not drawn)	-9.3	2.7	-9.3	-1.1	-20.3	5.7	4.8	-2.1	0.4	1.0
O=C(CCc1c[nH]c2ccccc12)N1CCN(S(=O)(=O)c2ccccc2)CC1	-13.4	14.4	-1.3	-0.4	x	9.1	x	-0.8	7.5	x
Cc1ccc(S(=O)(=O)N(C#N)c2nc(C)cc(C)n2)cc1	-7.9	2.9	4.7	0.2	-25.9	5.0	-7.0	4.1	-1.9	-1.5
CCN(CC)S(=O)(=O)c1ccc(NC(=O)CCC2CCCCC2)cc1	-1.8	-12.9	-0.7	-0.7	-17.0	29.1	5.1	-2.3	-0.7	4.4
COc1cccc(C(=O)N2CCN(C(=O)C3COc4ccccc4O3)CC2)c1 (stereo not drawn)	-3.4	-17.5	-9.1	-0.1	3.2	3.3	0.8	1.0	2.5	2.4
N=C1C(c2nc3ccccc3[nH]2)=C(O)CN1NC(=O)COc1cccc(F)c1	-9.0	11.2	-5.5	0.1	0.8	16.4	1.2	-2.7	0.5	-0.7
COc1cccc(NC(=O)Nc2nnc(Cc3ccccc3)s2)c1	2.9	-4.8	2.9	-4.0	-9.9	16.6	-3.1	-2.1	2.9	-5.6
COc1ccc(C(=O)NC(C)(C)C)cc1S(=O)(=O)N1CCCC1	-13.7	20.2	-5.9	-0.9	-33.7	-5.6	-2.9	-4.0	3.6	2.8
CC1C(=O)CCCCCCCCCC2C1(N1CCOCC1)CS2(=O)=O (stereo not drawn)	30.6	18.6	6.8	-0.4	12.0	24.3	-1.5	-3.0	6.9	-0.3
CCC1(c2ccccc2)NC(=O)N(CC(=O)Nc2cccc(C#N)c2)C1=O (stereo not drawn)	3.4	3.1	-3.2	-0.3	-28.4	-94.2*	4.2	6.6	6.4	-0.2
CCC(=O)NC(=S)Nc1ccc(OC)cc1OC	-3.0	-34.1	3.4	0.6	-29.8	0.9	-0.3	7.8	-1.0	1.3
CCn1c(Oc2cccc(Br)c2)nc2c1c(=O)n(C)c(=O)n2C	17.8	15.4	-2.8	-19.9	-11.5	9.3	-5.3	-7.2	0.7	-1.7
O=[N+]([O-])c1ccc(N2CCN(c3ccccc3O)CC2)c(Cl)c1	22.3	-0.6	7.6	0.1	-20.6	3.1	-5.3	18.0	-16.5	-4.1
CC(C)Cc1nnc(NC(=O)Cc2cccs2)s1	x	-23.4	x	0.1	11.6	11.5	-1.3	11.9	8.2	2.0
O=S(=O)(Oc1ccccc1/C=N/n1cnnc1)c1ccccc1	10.5	21.4	-2.4	0.0	-8.4	10.8	1.0	-4.1	-1.5	1.9
CC(C)CNS(=O)(=O)c1ccc(CCC(=O)NC2CCCC2)cc1	-13.0	15.7	1.9	-0.8	-15.7	12.4	-0.3	3.3	-0.1	-0.4
CCC(C)Nc1nc2c(c(=O)n(C)c(=O)n2C)n1Cc1cccc(C)c1 (stereo not drawn)	4.2	-0.4	1.3	-0.2	-3.6	26.5	1.5	3.3	-2.8	-3.2
CCn1c(COc2cccc(C)c2C)nnc1SCC(=O)N1CCN(c2ccc(OC)cc2)CC1	-17.2	5.1	-3.0	-0.1	-9.6	31.3	-1.7	1.5	6.5	0.8
O=[N+]([O-])c1ccccc1S(=O)(=O)Oc1ccc(C(=S)N2CCOCC2)cc1	9.4	-62.3	-7.9	-0.3	-15.9	9.4	-3.6	12.2	7.8	-1.5
Cc1ccc(C)c(NC(=S)/C(=C(\[O-])c2ccc(Cl)s2)[n+]2ccccc2)c1	-0.9	-41.3	0.5	0.4	-7.2	15.8	1.5	3.7	8.7	1.3
O=S(=O)(Nc1ccc2c(c1)OCO2)c1ccccc1	0.5	10.1	-1.9	-0.2	-24.6	6.5	1.3	-2.4	-3.5	0.4
CC(C)c1ccc(/C=C2\NC(=S)N(Cc3cccnc3)C2=O)cc1	11.1	-45.9	0.6	0.0	-18.3	11.9	1.2	-2.7	0.3	0.9

A section of the results above:
SMILES	HSF-1 act	aSyn 5UTR inh	HSF1 inh	HIF act	KLF5 inh	AI-2 QS mod	IEC-6 cytotox	Platelet DG rel	HDAC3 inhib	HSP90 refold inh
COC(=O)CNC(=O)CSc1nnc(C)c(=O)[nH]1	-7.3	-3.5	-3.9	0.0	16.7	19.9	0.4	-0.1	2.2	-3.2
COc1ccc(NC(=O)C2CC(=O)OC23CCCCC3)cc1 (stereo not drawn)	-3.7	8.8	3.5	-0.8	-1.6	21.9	5.3	3.3	-0.1	2.4
CC(=O)NS(=O)(=O)c1cccnc1Nc1cccc(Cl)c1	-9.0	17.0	-7.5	-0.3	9.7	-5.1	-1.5	2.6	0.8	-2.8
Cc1cc(Oc2ccccc2)nc(SCC(N)=O)n1	-35.2	-2.9	-27.7	-50.1	-13.3	16.0	-2.7	-8.4	2.6	0.8

Following part:
SMILES	HSF-1 act	aSyn 5UTR inh	HSF1 inh	HIF act	KLF5 inh	AI-2 QS mod	IEC-6 cytotox	Platelet DG rel	HDAC3 inhib	HSP90 refold inh
O=C(Nc1ccc(Cc2ccncc2)cc1)C1CCC(N2C(=O)C3CC=CCC3C2=O)CC1 (stereo not drawn)	1.3	3.7	-8.4	0.0	-32.2	0.1	-2.8	-0.2	-6.7	-1.2
O=C(NC(=S)Nc1ccccc1F)c1ccc(Br)o1	28.3	-65.5	21.4	1.3	-64.1	18.9	3.7	-2.3	0.9	-3.5
CCCCN(CC)CCCNC(=O)Cn1nc(Cc2ccncc2)c2ccccc2c1=O	-8.3	8.3	-2.9	-0.4	-18.8	16.3	1.6	1.1	x	-2.2
CC(=O)c1nnn(-c2nc(N3CCCC3)nc(N(c3ccccc3)c3ccccc3)n2)c1C	3.2	20.8	-1.6	-0.4	-11.8	18.8	2.7	1.1	-5.2	2.3
Cc1ccc(-c2nc3ccccc3[nH]2)cc1N	36.7	-122.3	16.6	1.0	-115.0	19.4	9.9	17.1	-87.8	8.4
O=C(NCc1ccccc1)C1CCCN(S(=O)(=O)c2cccc3nonc23)C1 (stereo not drawn)	-8.4	17.1	-6.7	-0.1	-46.5	14.7	3.2	-11.6	1.2	0.0
Cc1cccc(NC(=O)C(c2cccc([N+](=O)[O-])c2)N2CCCCC2)c1 (stereo not drawn)	11.2	13.1	9.2	-0.3	-22.7	13.6	-6.5	-2.2	4.1	1.5
Cc1nnc(SCC(=O)Nc2ccc3c(c2)OCCO3)n1CC1CCCO1 (stereo not drawn)	-28.9	-17.5	-16.6	-1.1	-8.4	11.2	-2.0	-6.7	-3.3	-0.9

Compounds as they come; any-hit rate near 5%.
